Bioassay records as filed in PubChem.
GAA inh: inhibitors of human lysosomal alpha-glucosidase; P10253; purified human GAA, 4-MU-alpha-glucoside fluorescence; Potency, µM (series often up to 76.9 µM), inactives show top-dose activity change, negative = inhibition, hits mostly inhibitors; hit rate 0.005% among 200,000; AID 1466;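 note: plate controls were uninhibited enzyme wells for no effect and no-enzyme background for full effect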
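Compounds are titrated up to 77 uM against 4 nM human enzyme. Substrate 4-methylumbelliferyl-alpha-D-pyranoside (400 uM) reacts 20 min at room temperature in pH 5.0 buffer; liberated 4-methylumbelliferone is read at 440 nm.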
IMPase Li cell: membrane-permeable IMPase blocker, potentiated with lithium | hit rate 0.35% among 210,000 | CHO-M1 cells, IP1 TR-FRET (IP-One), carbachol + lithium | Potency, µM (doses to about 59.4 µM), inactives show top-dose activity, negative = IMPase inhibition, usual class: inhibitors;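 note: IP1 builds up when IMPase is blocked and the TR-FRET signal falls; plate controls were basal vehicle for no effect and high inhibitor control for full effect; nearly all actives have a fitted effect of over 50% in size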
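Steps: plate 2000 CHO-M1 cells per well and culture 16–30 h; add compound and lithium; incubate 30 min, 37C; add d2-IP1 tracer and Eu cryptate anti-IP1 antibody in lysis buffer; read after 10 min at room temperature.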
GoLoco inh red: blocks human Gai1 binding to RGS12 GoLoco peptide, red readout. P63096. Gai1:RGS12 GoLoco peptide FP, rhodamine, 10 min. Potency, µM (series often up to 61.6 µM), for the others: top-dose activity, negative = inhibition, most hits filed as inhibitors. hit rate 0.44% among 230,000. AID 880; active = well fitted inhibition curve with a large enough effect, not every such curve was filed as active; inactive = no such curve, though single readings can be large or run the other way; note: % is set by controls: 0 for no effect and ±100 for the full control effect; nearly all actives have a fitted effect of over 30% in size; many of its hits are not listed in these tables
Target sequence (P63096 whole entry, looked up): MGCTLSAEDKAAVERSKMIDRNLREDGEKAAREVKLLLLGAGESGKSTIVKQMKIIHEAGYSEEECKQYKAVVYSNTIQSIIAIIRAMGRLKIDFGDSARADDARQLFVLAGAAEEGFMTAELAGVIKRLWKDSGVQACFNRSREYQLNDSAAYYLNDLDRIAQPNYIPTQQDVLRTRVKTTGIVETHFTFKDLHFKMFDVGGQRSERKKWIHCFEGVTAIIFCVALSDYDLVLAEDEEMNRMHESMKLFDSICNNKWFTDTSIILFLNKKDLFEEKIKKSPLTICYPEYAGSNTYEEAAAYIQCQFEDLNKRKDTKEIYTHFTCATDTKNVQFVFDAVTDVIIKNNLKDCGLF
GAA spleen mod: inhibits or activates alpha-glucosidase in human spleen homogenate. hit rate 0.006% among 240,000. Potency, µM (titrated, usually from 79.9 µM), inactives show at the top dose activity change, negative = inhibition, most hits filed as inhibitors. P10253. human spleen homogenate, 4-MU-alpha-glucoside fluorescence;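 note: 0% = enzyme with vehicle and -100% = no enzyme basal signal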
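Human spleen homogenate (1 ug) with 4-methylumbelliferyl-alpha-D-glucopyranoside (1 mM final) in 50 mM citrate/phosphate pH 5.0, 0.01% Tween-20; 40 min at 37 C. Stopped at pH 10; 4-MU fluorescence Ex 365/Em 440 nm; AC50 by Hill fit.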
HTT cytoprotect: cytoprotection in Huntington HTT-Q103 PC12 cell model; PC12 HTT-Q103 induced, cytoprotection, ATP luminescence, 40 h; Potency, µM (top dose mostly 56.4 µM), for inactives: cytoprotection (ATP increase), most hits filed as activators; hit rate 0.14% among 230,000; AID 1471;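 note: % of control where 0% means no effect; nearly all actives have a fitted effect of over 45% in size; toxic huntingtin expression switched on by the ecdysone agonist tebufenozide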
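Stable PC12 Q103-GFP cells in serum-supplemented, phenol red-free DMEM; induction by tebufenozide at 100 nM final; compound dose series; cell viability quantified luminescently from ATP.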
GAA glycogen mod: alters human alpha-glucosidase cleavage of glycogen. P10253. recombinant GAA, glycogen substrate, Amplex Red glucose oxidase fluorescence. Potency, µM (highest dose often 76.4 µM), inactives show at the top dose activity change, negative = inhibition, hits mostly inhibitors. hit rate 0.38% among 300,000. AID 2100;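 note: 0% = full enzyme reaction and -100% = no-enzyme basal signal; the screen sought inhibitors and activators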
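qHTS, 1536-well; enzyme 4 nM final; cpd up to 77 uM; substrate bovine liver glycogen 30 ug; 50 mM citrate/phosphate pH 5.0, 0.01% Tween-20; 37 C, 40 min; Amplex Red detection 45 min RT; Hill fit → AC50.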
HTT aggregate: mutant huntingtin aggregation inhibition; PC12 HttQ103-GFP aggregates, Acumen cytometry, 40 h; Potency, µM (highest dose often 46.1 µM), inactives show at the highest dose activity change, negative = inhibition, usual class: inhibitors; hit rate 1.1% among 220,000; AID 1688; note: % is set by controls: 0 for no effect and ±100 for the full control effect; nearly all actives have a fitted effect of over 60% in size
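Huntingtin Q103 exon 1–GFP aggregates in induced PC12 cells (100 nM tebufenozide) were quantified by cytometry from lysates, with compounds dosed in titration.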
Numbers without * were called inactive; ? = inconclusive; . = no result given; & = joins results of further samples; [ ] = another dose, or the depositor's remark. Unless noted, calls come from the whole dose curve; as a rule, active = well fitted curve in the direction sought with a large enough effect; inconclusive = small, poorly fitted or top-dose-only effect, or another doubt; inactive = no such curve, though single readings can be large; an effect the other way counts as inactive or inconclusive. Potency is the fitted concentration of half-maximal effect. A portion of the library; the hit share may differ from the screen's.

Second line of a record: GAA inh, IMPase Li cell, GoLoco inh red, GAA spleen mod, HTT cytoprotect, GAA glycogen mod, HTT aggregate
CNC(=O)CN(c1cc(OCCOC)c(Cl)cc1Cl)S(=O)(=O)c1ccc(OC)cc1
  -2%, 5%, 4%, 5%, -7%[10 µM], 5%, 7%
COc1ccc(-c2nn(-c3ccccc3)cc2/C=C/C(=O)O)cc1[N+](=O)[O-]
  ., ., 21%, 0%, -36%[10 µM], 6%, 2%[9.22 µM]
Cc1ccc(NC(=O)c2csc(-c3ccccc3)c2C)cc1
  3%, 4%[38.3 µM], -1%, 2%, -85%[inhibitor], 7%, 13%
COc1ccc(NC(=O)N2CCCC(C(=O)NC(C)C)C2)cc1 (stereo not drawn)
  4%, -4%, -5%, -5%, 29%[10 µM], -3%, -6%
Nc1cc[n+](CC(=O)c2ccc3c(c2)OCCO3)cc1
  -3%, -2%, 2%, -5%, 26%[10 µM], 12%, 8%
COC(=O)c1sc(S(=O)(=O)N2CCN(c3ccccc3)CC2)c(C(=O)OC)c1C
  1%, 8%, 0%, -5%, 12%[10 µM], -5%, -11%
NC(=O)C1CCN(CC(=O)Nc2ccccc2N2CCOCC2)CC1
  ., ., 3%, 6%, 14%[10 µM], 1%, 5%[9.22 µM]
COc1ccccc1-c1nnc2n1N=C(C(C)(C)C)CS2
  -10%, 8%[38.3 µM], -3%, -2%, 4%, 2%, -2%
CCOc1cc(N2CCCC2)ccc1[N+](=O)[O-]
  -7%, 10%, -2%, 5%, 10%[10 µM], -1%, -10%
CCOC(=O)N1CCN(C(=O)c2cn(CC)c3ccc(S(=O)(=O)N4CCCC4)cc3c2=O)CC1
  -4%, -9%[38.3 µM], 3%, 2%, -10%, 6%, 15%
CCOc1ccc(NC(=O)CSc2nc3cccnc3n2CCOC)cc1
  -8%, 4%, -16%, -9%, -32%[10 µM], 17%, 8%
O=C(Cc1ccccc1)NCC(=O)OCC(=O)c1ccc(OC(=O)c2ccccc2)cc1
  3%, -3%[38.3 µM], -8%, -2%, 2%, 11%, 19%
CNS(=O)(=O)c1c(C)cc(C)c(N(C)S(=O)(=O)c2ccccc2)c1C
  3%, 2%, 8%, -1%, -5%[10 µM], -5%, 6%[9.22 µM]
COc1ccc(/C=N/NC(=O)Cn2c(Cc3ccc(OC)c(OC)c3)nc3ccccc32)cc1
  -2%, 10%, 6%, -1%, 17%[10 µM], 1%, 23%
COc1cccc(NC(=O)C2CCCN(S(=O)(=O)c3cccc4nsnc34)C2)c1 (stereo not drawn)
  -5%, 11%[38.3 µM], 3%, -31%, -54%[inhibitor], -2%, -12%
Cc1ccc2occ(CN3CCN(Cc4ccccc4)CC3)c(=O)c2c1
  -3%, 4%[38.3 µM], 1%, -5%, -6%, 7%, 11%
CCN(CC)CCN1C(=O)C(=O)/C(=C(/O)c2cnn(-c3ccccc3)c2C)C1c1cccnc1 (stereo not drawn)
  0%, 3%[38.3 µM], 4%, 3%, -6%[0.074 µM], 1%, -31%
O=C(NN=C1CCCC1)c1cc(-c2ccc(F)cc2)nc2ccccc12
  -13%, -4%, 3%, 4%, -106%[inhibitor], -18%, -26%
FC(F)(Cl)c1nnc2ccc(Cl)nn12
  1%, 2%, 10%, 2%, 17%, 0%, 29%
CC1CCN(C(=O)COC(=O)c2cc3ccccc3cc2O)CC1
  -7%, 5%[38.3 µM], -5%, -15%, -12%, -7%, -9%
Cn1c(=O)oc2cc(S(=O)(=O)Nc3ccc4c(c3)OCCO4)ccc21
  -4%, -4%[38.3 µM], 34%[activator], 1%, -9%, -3%, 35µM*
COc1ccc(-n2c(C)cc(/C=C3\C(=O)NN(c4ccccc4)C3=O)c2C)cc1
  -11%, -16%, 4%, -4%, 8%[10 µM], -8%, 12%
CN(C)C(C(=O)Nc1cc(Cl)cc(Cl)c1)c1ccccc1 (stereo not drawn)
  ?, 22%, 0%, 6%, -19%[10 µM], 7%, 9%
COC(=O)C1=C(C)N(Cc2ccco2)C(=O)N[C@H]1c1cccc(C(F)(F)F)c1
  -3%, 12%&9%, -3%&-1%, -6%&-4%, 4%, -2%, -2%
Cc1cccnc1NC(=O)C(C)N1C(=O)c2ccccc2C1=O (stereo not drawn)
  ., ., -7%, -2%, 13%[10 µM], 3%, 33%[9.22 µM]
O=S(=O)(/N=C(\Sc1ccccc1)c1ccccc1)c1ccc(Cl)cc1
  1%, 1%[38.3 µM], -7%, 1%, -9%, 4%, 3%
CC(OC(=O)Cc1c(F)cccc1Cl)C(=O)NCCC1=CCCCC1 (stereo not drawn)
  -8%, 6%, 7%, 9%, -2%[10 µM], -1%, 13%
Cc1ccnn1CC(=O)N/N=C/c1c[nH]c2ccccc12
  ., ., 4%, 5%, 22%[10 µM], 2%, 8%[9.22 µM]
COc1ccc(-c2noc(=O)[nH]2)cc1
  -15%, -4%, 4%, 3%, ., -1%, 2%
O=C(CN1CCCCCC1)Nc1ccccc1Oc1ccccc1
  ?, 15%, 0%, -5%, -19%, -28%, -13%
O=C(c1ccco1)c1cn(CC(=O)N2CCCc3ccccc32)c2ccccc12
  -9%, -7%[38.3 µM], -2%, 2%, -18%[0.074 µM], -24%, -18%
Cc1ccc(/C=C2\SC(=S)N(c3cccnc3)C2=O)o1
  ., ., 62%[activator], -8%, -14%[10 µM], -5%, -8%[9.22 µM]
CC1CC(C)CN(CC(=O)N2CCOCC2)C1 (stereo not drawn)
  -3%, 7%, -9%, -3%, -19%, 0%, 8%[9.22 µM]
Cc1c(C(=O)OCc2nc3scc(-c4ccccc4)c3c(=O)[nH]2)cccc1[N+](=O)[O-]
  -7%, 3%, 2%, 3%, 13%[10 µM], -2%, 4%
CCc1nnc(NS(=O)(=O)c2ccc(NC(=O)c3ccccc3)cc2)s1
  ., ., -4%, 0%, -9%[10 µM], -4%, -15%[9.22 µM]
c1csc(-c2csc3nc(CN4CCOCC4)nc(NCc4ccc5c(c4)OCO5)c23)c1
  -3%, 30%[38.3 µM], -1%, -19%, -90%[inhibitor], -4%, ?
Cc1nn(-c2ccccn2)c2c1C(c1ccccn1)C1=C(CCCC1=O)N2 (stereo not drawn)
  ?, -5%[38.3 µM], -1%, 8%, 1%, -24%, 16%
CC(=O)N/C(=C\c1ccc(Br)s1)C(=O)O
  2%, -4%, -17%, -1%, ., 11%, 15%
COC(=O)[C@H](Cc1ccccc1)NC(=O)[C@]1(C)C[C@H]1[C@H](NC(=O)OCc1ccccc1)c1ccccc1
  ., 1%, -5%, -6%, -11%, ., .
Cc1ccc(C)c(S(=O)(=O)NCCOC(=O)Nc2sc(=S)n(C)c2C)c1
  -5%, 11%[38.3 µM], -11%, -4%, 9%[10 µM], ?, ?
COc1ccc(S(=O)(=O)N2CCC(C(=O)NCCC3=CCCCC3)CC2)cc1C
  -6%, 24%[38.3 µM], 8%, -1%, -18%, -3%, -8%
Cc1nn(C)c(Oc2ccccc2)c1CCNS(=O)(=O)c1ccc(Cl)cc1
  -10%, 12%, -2%, -7%, -13%[10 µM], -1%, ?
OCC(CBr)(CBr)CBr
  ., 1%, 5%, -6%, -47%[inhibitor], ., .
O=C(CSc1nnc(Cc2cccs2)n1Cc1ccco1)Nc1cccc(Cl)c1
  ?, 38%[38.3 µM], 1%, -1%, -35%[10 µM], -2%, 0%
COCCNC(=O)C(c1ccccc1C)N(C(=O)Cn1nnc2ccccc21)c1cccnc1 (stereo not drawn)
  3%, -1%, 6%, -1%, 3%[10 µM], 2%, 12%
O=c1oc2ccccc2cc1-c1nnc(-c2cccc(Br)c2)o1
  1%, 6%[38.3 µM], 5%, 0%, -5%[10 µM], 0%, 9%
COc1ccc(Br)cc1CN1CCN(C(=O)c2ccc(F)cc2)CC1
  8%, 4%, -10%, -1%, 11%[10 µM], 6%, 6%[9.22 µM]
CCc1oc2ccccc2c1C(=O)c1cc(Br)c(O)c(Br)c1
  -25%[15.4 µM], -19%&1%&-5%, 7%, -18%, -1%[10 µM], -8%&-9%, -19%
N#CCCCSc1nnc(Cc2ccc3c(c2)OCO3)o1
  -6%, -1%, 6%, -12%, 5%[10 µM], 1%, -3%
O=C(CCNc1n[nH]c(=O)[nH]c1=O)N1CCCCC1
  -8%, 2%[38.3 µM], 2%, 3%, -16%, -15%, -9%[9.22 µM]
C/C=C/c1ccc(OCCCCN2CC(C)CC(C)C2)c(OC)c1 (stereo not drawn)
  ?, 16%, -9%, 9%, 10%[10 µM], 5%, -18%
COc1ccc(NC(=O)C2CCN(C(=O)c3ccccc3)CC2)cc1OC
  -1%, -7%[38.3 µM], -2%, 7%, -1%, 3%, 5%
O=C(Nc1nnc(-c2ccccc2Cl)o1)c1ccco1
  -3%, 15%[38.3 µM], -1%, 7%, 13%[10 µM], 7%, -15%
CC1(C)Nc2ccccc2N(CC(=O)N2CCCCC2)C1=O
  -4%, -25%[38.3 µM], 3%, -4%, -27%, -6%, -8%
CCCCNC(=O)CNC(=S)N(Cc1cc(OC)c(OC)c(OC)c1)C1CCCC1
  2%, 3%, -3%, 1%, -5%[10 µM], -4%, -6%
O=C(Nc1ccc([N+](=O)[O-])cc1)Nc1nc(-c2ccc(Cl)s2)cs1
  7%, 7%, 17%, -1%, -72%[inhibitor][10 µM], 2%, ?
Cc1cccc(C)c1NCc1n[nH]c(=S)n1-c1ccccc1
  11%, 4%, 10%, 5%, -14%[10 µM], -19%, 15%[9.22 µM]
COC(=O)c1cc(C(=O)OC)n(Cc2ccc(Cl)cc2Cl)n1
  -2%, 24%[38.3 µM], 10%, -12%, -13%, -7%, -7%
N#C/C(=C\c1ccc(F)cc1F)S(=O)(=O)c1ccccn1
  -2%, ., 8%, 3%, 21%[10 µM], -4%, 0%[9.22 µM]

Three compounds from above, sorted by the value under GoLoco inh red, highest first.
Structure | GoLoco inh red
COc1ccc(-n2c(C)cc(/C=C3\C(=O)NN(c4ccccc4)C3=O)c2C)cc1 | 4%
O=S(=O)(/N=C(\Sc1ccccc1)c1ccccc1)c1ccc(Cl)cc1 | -7%
O=C(Cc1ccccc1)NCC(=O)OCC(=O)c1ccc(OC(=O)c2ccccc2)cc1 | -8%
